Screening data as filed in PubChem BioAssay.
FN deposit inh: fibronectin deposition inhibition; AH1F fibroblasts, Alexa488-fibronectin deposition fluorescence, overnight; inhibition, % at 12.6 µM; 350,000 compounds, 0.086% hits;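 active means mean inhibition across replicates of 30% or more, regardless of how many single replicates reach that level; inconclusive means mean under 30% yet at least half of replicates reach 30%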;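 further: positive control wells lacked labelled fibronectin entirely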
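Measured by – fluorescence 485/525 nm · System – AH1F fibroblast monolayer, labelled fibronectin deposition · Amount – 10000 cells per well · Buffer or medium – serum-reduced DMEM (2% serum) · Doses – single dose, pinned · Also added – fluorescent fibronectin at 24 nM final · Schedule – 1 h cell attachment, overnight exposure to compound and label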
INS-1E GSIS act: GLuc luminescence reporter in INS-1E cells, primary screen for activators of glucose-dependent secretion of insulin; INS-1E GLuc reporter insulin secretion, 2-3 h; activation, % at 16.6 µM; 370,000 compounds, 0.61% hits;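 active means lowest replicate activation of at least 40%, so every replicate reaches that level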;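 further: 0% = median of neutral control wells and 100% = median of IBMX positive control wells; some compounds called inactive have numbers as strong as hits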
CFTR F508del cor: correctors of CFTR F508del function in bronchial epithelial cells | CFBE cells, YFP halide quenching; stimulated with forskolin plus potentiator P3; % fluorescence drop versus neutral controls | activity (quench increase), % at 7.58 µM | 350,000 compounds, 0.36% hits;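 active means mean added fluorescence quench of at least 8% versus neutral control, with both replicates also reaching 8%; inconclusive means only one of the mean or replicate conditions met; inactive means mean below 8% and not both replicates reaching 8%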;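 further: cells transiently co-express mutant CFTR-F508del with the halide-sensitive YFP; corrector assay measuring rescue of mutant channel to the surface after 24 h compound exposure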
PAX8 reporter: inhibitors of PAX8 transcriptional activity in RMG-I cells. RMG-I TPO-luciferase reporter, SteadyGlo, 24 h. inhibition, % at 12.6 µM. 360,000 compounds, 1.2% hits;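 active means mean replicate inhibition at least 60% with every replicate also reaching 60%; inconclusive means only one of the two criteria is met; inactive means mean below 60% and not all replicates reaching 60%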;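 further: luciferase light reporting Pax8 driven TPO promoter activity; plate controls were median of neutral control wells for no effect and mitoxantrone controls for full effect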
EWS-Fli block: inhibitors of EWS/Fli oncoprotein transcriptional activity; A673 NR0B1-luciferase reporter, viability-normalised; inhibition, % at 12.6 µM; 350,000 compounds, 0.67% hits;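 active means mean inhibition of at least 50% after viability correction, with every replicate also passing that limit; inconclusive means mean reaches 50% but only one of two replicates passes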;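 further: firefly luciferase signal divided by Alamar Blue viability fluorescence both relative to DMSO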
DENV2 CPE rescue: inhibitors of DENV2 cytopathic effect | DENV2-infected cells, cytopathic effect rescue, plate reader | CPE inhibition, % at 9.99 µM | 350,000 compounds, 1.7% hits | AID 651640; in the data active means CPE inhibition above about 20%, passing the limit was not always enough; inconclusive means no clear call, values can overlap the other calls; tested in BHK-21 cells;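 further: 0% = median of neutral control wells and 100% = median of positive control wells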
miR122 inh: inhibitors of miR-122 in Huh7 cells. activation (reporter increase), % at 12.5 µM. AID 602342. Huh7 miR-122 Renilla luciferase sensor, 48 h; neutral wells = 0, positive control = 100. 340,000 compounds, 0.3% hits;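 active means mean replicate activation score at least 90 and every replicate individually at or above 90; inconclusive means only one of the two criteria met; inactive means neither criterion met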;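 further: higher luciferase means less miR-122 activity so hits act as miR-122 inhibitors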
Numbers without * were called inactive; ? = inconclusive; . = not tested or not shown; [ ] = remark or other dose.

Field names – A = FN deposit inh; B = INS-1E GSIS act; C = CFTR F508del cor; D = PAX8 reporter; E = EWS-Fli block; F = DENV2 CPE rescue; G = miR122 inh
Cc1c(-n2cc(C(=O)c3cc(Br)ccc3O)cc(C#N)c2=O)c(=O)n(-c2ccccc2)n1C
  A: 2 | B: . | C: . | D: 0 | E: . | F: . | G: -4

O=C(NC1CCCC1)N1CC(=O)N2[C@@H](CO)[C@@H](c3ccc(-c4cccnc4)cc3)[C@@H]2C1
  A: . | B: -3 | C: -2.1 | D: . | E: 13 | F: -1 | G: .

Cc1nc(CNS(=O)(=O)c2ccc3ccccc3c2)cs1
  A: -3 | B: 18 | C: 1.7 | D: 13 | E: -1 | F: 5 | G: .

CC1CCCCC12NC(=O)N(CC(=O)N1CCN(c3ncccn3)CC1)C2=O (stereo not given)
  A: -6 | B: . | C: -0.8 | D: -11 | E: -3 | F: -3 | G: 0

CCOc1ccc(CC(=O)Nc2ccc(NC(=O)c3ccco3)cc2)cc1OCC
  A: 3 | B: . | C: 0.7 | D: -9 | E: -8 | F: 18 | G: 0

CCOC(=O)N1CCC(N(CCN(C)C)C(=S)Nc2cccc(Cl)c2C)CC1
  A: 8 | B: . | C: . | D: 9 | E: -1 | F: -5 | G: .

Cc1ccccc1OCC(=O)N1CCc2ccccc2C1
  A: -11 | B: -7 | C: 1.3 | D: 6 | E: -43 | F: 3 | G: -2

COc1cccc(CN(C)C(=O)Cc2c[nH]c3ccccc23)c1
  A: . | B: 15 | C: 1.4 | D: -4 | E: 3 | F: -8 | G: 12

COc1ccc(C(=O)NNC(=S)Nc2ccccc2)cc1
  A: 0 | B: 15 | C: 1.8 | D: -177 | E: -71 | F: 2 | G: .

O=C(C1CC1)N1CC[C@@H]2[C@H](CO)Nc3ccc(C4=CCCCC4)cc3[C@@H]21
  A: 3 | B: -40 | C: -0.7 | D: ? | E: 3 | F: 1 | G: .

O=C(CN1CCN(Cc2ccc(Cl)cc2)C1=O)NCCCN1CCN(c2ccc(F)cc2)CC1
  A: -1 | B: -27 | C: . | D: . | E: . | F: . | G: -1

Cc1ccc(-c2nnn(CC(=O)N(C)C3CCCCC3)n2)o1
  A: 1 | B: 6 | C: -0.5 | D: -3 | E: 1 | F: . | G: 0

C[C@@H]1CCCCO[C@@H](CN(C)C(=O)CCC(F)(F)F)[C@@H](C)CN([C@@H](C)CO)C(=O)c2cc(NC(=O)CCC(F)(F)F)ccc2O1
  A: 7 | B: -1 | C: -4.9 | D: -19 | E: -5 | F: -10 | G: 2[16.7 µM]

CCO[C@H]1OC(C(=O)O)=C[C@@H](c2coc3ccccc3c2=O)[C@@H]1CCCO
  A: -8 | B: 15 | C: 1.5 | D: 0 | E: -7 | F: -12 | G: -1

Cc1noc(C)c1S(=O)(=O)Nc1cccc2c1O[C@@H](CN(C)C(=O)Nc1ccc(F)cc1)[C@@H](C)CN([C@@H](C)CO)C2=O
  A: 0 | B: -13 | C: 0.2 | D: . | E: -12 | F: -6 | G: 1[16.7 µM]

CC(C)C[C@H](NC(=O)c1nc[nH]c1C(=O)NCc1ccccc1)C(=O)OC(C)(C)C
  A: 0 | B: . | C: -3.4 | D: -10 | E: 1 | F: -20 | G: 0

CC(=O)N1c2ccc(S(=O)(=O)N3CCC(C(=O)NC4CCCCC4C)CC3)cc2CC1C (stereo not given)
  A: 2 | B: -4 | C: -0.6 | D: -7 | E: 0 | F: 3 | G: -1

Cc1ccc(NC(=O)Cc2nc(-c3c[nH]c(C(=O)N4CCCC4)c3)cs2)c(C)c1
  A: -16 | B: -3 | C: 8.8* | D: 13 | E: 15 | F: -6 | G: -8

O=C(Cc1c[nH]c2ccccc12)NCc1ccc(Cl)cc1
  A: -12 | B: -9 | C: 1.5 | D: -15 | E: 4 | F: . | G: -1

COc1ccc(Cc2nc3ccc(C(=O)N(C)CCO)cc3o2)cc1
  A: -3 | B: 1 | C: 2.2 | D: 6 | E: 4 | F: -1 | G: -5

CCOC(=O)c1sc(=S)n(CC)c1NC(=O)c1ccccc1C
  A: -2 | B: -15 | C: . | D: -9 | E: 4 | F: -4 | G: -6

C[C@@H]1CN([C@@H](C)CO)S(=O)(=O)c2ccc(-c3cncnc3)cc2O[C@H]1CN(C)C(=O)CN(C)C
  A: -5 | B: 9 | C: 0.4 | D: . | E: -16 | F: -7 | G: 5[16.7 µM]

CCOCCCNC(=O)C(c1ccc(C)cc1)N(Cc1ccc2c(c1)OCO2)C(=O)c1ccccn1 (stereo not given)
  A: 4 | B: 11 | C: 0.5 | D: 11 | E: -31 | F: -3 | G: 2

Cc1cc(C)nc(SCc2nnc(SCC(=O)Nc3ncc(C)s3)n2Cc2ccco2)n1
  A: -7 | B: . | C: . | D: 13 | E: . | F: . | G: 4

O=C1C2CC=CCC2C(=O)N1Cc1nnc(-c2ccc(Cl)cc2)o1 (stereo not given)
  A: -7 | B: 0 | C: 0.4 | D: -25 | E: -9 | F: -2 | G: .

CC1CCN(S(=O)(=O)c2cccc(C(N)=O)c2)CC1
  A: 1 | B: 16 | C: . | D: 41 | E: 2 | F: -13 | G: 4

CCCNS(=O)(=O)c1ccc(Oc2ncc(C(F)(F)F)cc2Cl)cc1
  A: -1 | B: . | C: . | D: 2 | E: . | F: . | G: 29

O=C(Nc1ccnn1C1CCN(C(=O)c2cccnc2)CC1)c1cccc(F)c1
  A: -3 | B: 1 | C: 0.4 | D: -11 | E: -3 | F: -8 | G: -5

Cc1cc(C)nc(SCc2cnc(C)nc2N)n1
  A: 4 | B: -11 | C: -3.4 | D: 11 | E: 13 | F: -1 | G: -7

COc1cc(C(=S)N2CCOCC2)cc(OC)c1OC(=O)c1cc([N+](=O)[O-])c(C)c([N+](=O)[O-])c1
  A: 4 | B: . | C: . | D: -15 | E: . | F: . | G: -9

COCCCN(C(=S)NC(=O)C12CC3CC(CC(C3)C1)C2)c1c(N)n(Cc2ccccc2)c(=O)[nH]c1=O
  A: -8 | B: -12 | C: -1.1 | D: -1 | E: -2 | F: -2 | G: 1

COc1ccc(C(=O)NCc2nnc(SCC(=O)Nc3ccccc3F)o2)cc1
  A: -1 | B: -5 | C: . | D: -27 | E: -5 | F: 1 | G: 1

Cc1c(C)n2c(SCC(=O)Nc3cccc4ccccc34)nnc2[nH]c1=O
  A: -1 | B: 15 | C: 1.7 | D: -2 | E: -1 | F: 3 | G: 0

Cc1c(NC(=O)N(C)c2ccccc2)c(=O)n(-c2ccccc2)n1C
  A: 8 | B: . | C: -0.4 | D: -16 | E: -3 | F: -4 | G: -9

O=C(CCC(=O)N(CC(=O)NC1CCCC1)Cc1ccc2c(c1)OCO2)Nc1nccs1
  A: -2 | B: -1 | C: 0.0 | D: 11 | E: -26 | F: -4 | G: .

C[C@@H]1CN([C@H](C)CO)C(=O)c2c(c3ccccc3n2C)-c2ccccc2CO[C@H]1CN(C)S(=O)(=O)c1cccc(C#N)c1
  A: 11 | B: 0 | C: -1.9 | D: 1 | E: 2 | F: 11 | G: .

COC(=O)CSCC(=O)Nc1nnc(-c2ccccc2C)s1
  A: -6 | B: 1 | C: -4.5 | D: -8 | E: 0 | F: 2 | G: .

COc1ccc(CNC(=O)C2CCC(=O)N(CC3CCCCC3)C2)cc1 (stereo not given)
  A: -7 | B: -8 | C: 2.8 | D: 8 | E: . | F: 1 | G: .

Cc1cc(=O)oc2cc(OCC(=O)Nc3ccc(CN4CCOCC4)cc3)c(Cl)cc12
  A: 3 | B: -10 | C: -1.5 | D: -7 | E: -10 | F: -4 | G: -8

CCOC(=O)N1N=C(c2ccc(OC)cc2)CC1(O)C(F)(F)F (stereo not given)
  A: -31 | B: -1 | C: -2.0 | D: -153 | E: 3 | F: -2 | G: -2

NC(=O)c1ncn([C@@H]2O[C@H](C(=O)N[C@H](Cc3ccccc3)C(=O)O)[C@@H](O)[C@H]2O)n1
  A: 3 | B: 44* | C: 1.8 | D: -9 | E: -9 | F: -6 | G: .

CCCCCn1c(N)c(-c2nc3ccccc3o2)c2c([N+](=O)[O-])nn(C)c(=O)c21
  A: 1 | B: -1 | C: . | D: -5 | E: 10 | F: -1 | G: .

CCN(CC)CCOC(=O)c1ccc(NC(=O)/C=C/c2cccs2)cc1
  A: 5 | B: -8 | C: -0.1 | D: -20 | E: 7 | F: -5 | G: .

O=C(c1cc([N+](=O)[O-])ccc1N1CCOCC1)N1CCCCC1
  A: -12 | B: 25 | C: . | D: 25 | E: 11 | F: 4 | G: .

Cc1noc(C)c1S(=O)(=O)Nc1ccc2c(c1)C(=O)N([C@@H](C)CO)C[C@@H](C)[C@@H](CN(C)S(=O)(=O)c1ccc(Cl)cc1)OCCCC[C@@H](C)O2
  A: -11 | B: -3 | C: 3.7 | D: 59 | E: -2 | F: -1 | G: -13[16.7 µM]

COC(=O)c1ccccc1S(=O)(=O)N(Cc1ccco1)Cc1cc2cc(OC)ccc2[nH]c1=O
  A: 5 | B: 14 | C: . | D: . | E: . | F: . | G: 5

O=C(Cc1ccccn1)N1CC(=O)N2[C@H](CO)[C@@H](c3ccc(C#CC4CCCCC4)cc3)[C@H]2C1
  A: -1 | B: -2 | C: 4.0 | D: 1 | E: 4 | F: 7 | G: .

O=C(NCCCc1ccccc1)c1cccc(Br)c1
  A: 1 | B: 2 | C: -0.1 | D: -27 | E: -31 | F: 0 | G: 2

O=C(O)[C@H]1CCC(=O)N1Cc1ccco1
  A: 4 | B: . | C: . | D: 4 | E: . | F: . | G: -4

CCOc1ccc(CCNC(=O)COC(=O)c2cccc(S(=O)(=O)N3CCCC3)c2)cc1OCC
  A: 2 | B: -5 | C: 6.6 | D: . | E: 6 | F: -6 | G: -3

Cc1c(CCOC(=O)C23CC4CC(CC(C4)C2)C3)sc[n+]1CC#N
  A: 3 | B: -4 | C: 2.5 | D: 29 | E: 46 | F: 8 | G: -2

CCN1CCN(c2ccc(N3CCN(S(=O)(=O)c4cc([N+](=O)[O-])ccc4C)CC3)nn2)CC1
  A: 4 | B: -2 | C: 2.4 | D: -37 | E: 2 | F: 1 | G: -3

Structures shown so far that contain an NH in an aromatic ring, in the order listed:
Field names – A = FN deposit inh; B = INS-1E GSIS act; C = CFTR F508del cor; D = PAX8 reporter; E = EWS-Fli block; F = DENV2 CPE rescue; G = miR122 inh
COc1cccc(CN(C)C(=O)Cc2c[nH]c3ccccc23)c1
  A: . | B: 15 | C: 1.4 | D: -4 | E: 3 | F: -8 | G: 12

CC(C)C[C@H](NC(=O)c1nc[nH]c1C(=O)NCc1ccccc1)C(=O)OC(C)(C)C
  A: 0 | B: . | C: -3.4 | D: -10 | E: 1 | F: -20 | G: 0

Cc1ccc(NC(=O)Cc2nc(-c3c[nH]c(C(=O)N4CCCC4)c3)cs2)c(C)c1
  A: -16 | B: -3 | C: 8.8* | D: 13 | E: 15 | F: -6 | G: -8

O=C(Cc1c[nH]c2ccccc12)NCc1ccc(Cl)cc1
  A: -12 | B: -9 | C: 1.5 | D: -15 | E: 4 | F: . | G: -1

COCCCN(C(=S)NC(=O)C12CC3CC(CC(C3)C1)C2)c1c(N)n(Cc2ccccc2)c(=O)[nH]c1=O
  A: -8 | B: -12 | C: -1.1 | D: -1 | E: -2 | F: -2 | G: 1

Cc1c(C)n2c(SCC(=O)Nc3cccc4ccccc34)nnc2[nH]c1=O
  A: -1 | B: 15 | C: 1.7 | D: -2 | E: -1 | F: 3 | G: 0

COC(=O)c1ccccc1S(=O)(=O)N(Cc1ccco1)Cc1cc2cc(OC)ccc2[nH]c1=O
  A: 5 | B: 14 | C: . | D: . | E: . | F: . | G: 5
